FBPA Giardia inh: Giardia lamblia aldolase inhibition; Potency, µM (doses to about 59.6 µM), for the others: top-dose activity, negative = inhibition, most hits filed as inhibitors; actives 0.71% (n = 290,000); AID 2451; purified Giardia FBPA; A8B2U2; further: potency means the concentration at half of the fitted maximal effect; on the % scale 0 is the no-effect control and ±100 the full control effect; nearly all actives have a fitted effect of over 55% in size
Target sequence (A8B2U2 whole entry, looked up): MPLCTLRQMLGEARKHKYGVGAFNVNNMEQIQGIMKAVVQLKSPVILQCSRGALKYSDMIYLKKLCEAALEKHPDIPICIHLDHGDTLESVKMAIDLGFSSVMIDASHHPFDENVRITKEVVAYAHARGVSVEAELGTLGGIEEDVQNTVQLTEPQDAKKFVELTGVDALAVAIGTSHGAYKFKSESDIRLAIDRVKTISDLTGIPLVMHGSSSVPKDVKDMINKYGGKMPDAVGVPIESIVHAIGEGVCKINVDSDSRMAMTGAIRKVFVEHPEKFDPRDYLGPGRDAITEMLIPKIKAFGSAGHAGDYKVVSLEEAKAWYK
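40 nM FBPA preincubated 10 min at RT with compound (up to 57.5 uM final), then substrate plus GAPDH/TPI/NAD/arsenate coupling and diaphorase/resazurin added. Fluorescence read after 20 min at RT, 525/598 nm.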
Shiga toxin inh: Shiga toxin inhibition. Vero cells, Shiga toxin protein synthesis inhibition reporter. inhibition, % at 38.7 µM. actives 9.2% (n = 290,000). AID 2315; in the data active means inhibition mostly above about 28%, no sharp cut-off; inactive means mostly below about 43%; further: 0% is about no effect
Cycloheximide cs: affects cycloheximide protein synthesis inhibition readout, counter-screen; cell reporter, cycloheximide protein synthesis inhibition counterscreen; AID 2314; max response, %; actives 12% (n = 300,000); in the data active means max response mostly above about 13%, no sharp cut-off; inactive means mostly below about 14%; further: read at 38.3 µM for the half of the compounds with a filed dose; 0% is about no effect
Pf growth 96h: P. falciparum growth inhibition at 96 hour, primary screen for plastid delayed-death inhibitors; P. falciparum luciferase reporter growth, 96 h; actives 6.9% (n = 320,000); AID 504834; Potency, µM (doses to about 28.7 µM), for the others: at the highest dose activity change, negative = inhibition, usual class: inhibitors; further: potency means the concentration at half of the fitted maximal effect; on the % scale 0 is the no-effect control and ±100 the full control effect
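Delayed-death screen, second-generation endpoint: infected erythrocytes, 2% hematocrit, 0.05% parasitemia final; 96 hours at 37 C, 5% CO2; luciferase detection reagent; luminescence decrease equals reduced growth.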
Pf growth 48h: inhibits P. falciparum growth in the first generation, 48 h | P. falciparum luciferase growth in erythrocytes, 48 h | Potency, µM (doses to about 28.7 µM), without a hit: at the highest dose activity change, negative = inhibition, most hits filed as inhibitors | actives 5.9% (n = 310,000); further: potency means the concentration at half of the fitted maximal effect; on the % scale 0 is the no-effect control and ±100 the full control effect
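A one-generation exposure of luciferase-tagged malaria parasites in RPMI 1640/Albumax erythrocyte culture, 37 C and 5% CO2. Inhibition is inferred from decreased luminescence after adding detection reagent.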
HCV inhibitor: blocks hepatitis C virus; Potency, µM (titrated, usually from 41.8 µM), inactives show at the top dose activity change, negative = inhibition, usual class: inhibitors; AID 651820; actives 3.4% (n = 340,000); Huh7.5.1 HCVcc-Cre infection, luciferase reporter, 44 h; further: potency means the concentration at half of the fitted maximal effect; on the % scale 0 is the no-effect control and ±100 the full control effect
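Luciferase read-out (15 sec integration) after a 15 min room-temperature substrate step quantifies HCVcc-Cre infection. Cells, 1,000 per well, had compound added 4 h post-plating, then virus at ~0.5 moi, and were cultured 44 h.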
An asterisk follows results filed as active; ? = inconclusive; . = no result given; [ ] = dose if it differs, or a comment. Unless noted, the call rests on the fitted dose curve; in most records, active means well fitted curve in the direction sought with a large enough effect; inconclusive means small, poorly fitted or top-dose-only effect, or another doubt; inactive means no such curve, though single readings can be large; an effect the other way counts as inactive or inconclusive.

SMILES	FBPA Giardia inh	Shiga toxin inh	Cycloheximide cs	Pf growth 96h	Pf growth 48h	HCV inhibitor
CC(=O)N(C)N(C)c1cc(C)nc(N)n1	5%	-14	-1	18%	4%	11%
CCc1cc(=O)oc2cc(OCC(=O)OC)c(Cl)cc12	5%	16	-2	35%[activator]	10%	?
COC(=O)c1ccc(CN2CCSC2=N)cc1	.	-4	-2	?	6%	19%
CCCCn1c(N)c(N(CC(C)C)C(=O)CN(C)S(=O)(=O)c2ccc(NC(C)=O)cc2)c(=O)[nH]c1=O	.	.	.	?	-28%	9%
O=C(CCCOc1ccccc1)N1CCN(S(=O)(=O)c2cccc(F)c2)CC1	.	.	.	20%	11%	5%[8.37 µM]
Cc1cccc(C)c1NC(=O)C(c1ccc(Cl)cc1Cl)N1CCCCC1 (stereo not drawn)	2%	-11	-2	?	?	19%
COc1ccc(Cl)cc1N1C(=O)CC(Sc2ccccc2N)C1=O (stereo not drawn)	-2%	-10	0	-16%	-1%	?
O=S(=O)(NCCC1CC1(Cl)Cl)c1ccccc1 (stereo not drawn)	3%	-2	-3	37%[activator]	-1%	-10%
O=C(CN1CCCCCC1)Nc1cccc2c1OCO2	-1%	1	1	1µM*	5%	10%
Cc1ccc(-c2n[nH]c(=S)n2/N=C/c2cccs2)cc1	8%	-6	-4	33%[activator]	7%	1%
Cc1cc(NC(=O)C(C)SCC(=O)Nc2ccccc2OC(F)F)no1 (stereo not drawn)	14%	24	-3	-16%	?	.
Cc1ccc(NC(=O)CSc2nnc(Cc3ccccc3)c(=O)[nH]2)c(C)c1	.	.	.	2%	?	6%
CN[C@@H](C)[C@H]1CC[C@@H](N)[C@@H](O[C@@H]2[C@@H](O)[C@@H](O[C@H]3OC[C@@](C)(O)[C@@H](NC)[C@@H]3O)[C@H](N)C[C@@H]2N)O1 (tested in a mixture with another compound)	-4%[21.7 µM]	.	.	6%[12.8 µM]	2%[12.8 µM]	.
CC1CCCC(NC(=O)c2cccc(S(=O)(=O)N3CCN(c4ccccc4)CC3)c2)C1C (stereo not drawn)	.	.	.	12%	?	?
CN(Cc1ccc2nonc2c1)Cc1nc(CC2CC2)no1	1%	3	-1	2.3µM*	39%[activator]	12%
COc1ccc(/C=C/C(=O)NC2CCN(Cc3ccccc3)CC2)cc1OC	5%	-2	-1	?	?	-17%
CCCc1cc(C(=O)NCc2ccco2)no1	-2%	72*	15*	13µM*	.	12%
COc1ccccc1NC(=O)Nc1ccc(NC(=O)c2ccccc2O)cc1	5%	14	8	5%	-4%	13µM*
CC(OC(=O)CNC(=O)c1ccc(Cl)c(Cl)c1)C(=O)N1CCOCC1 (stereo not drawn)	.	.	.	?	?	17%
Cc1cccc(CCNCc2cc3ccc(C)cc3[nH]c2=O)c1	18%	-8	-3	-17%	-9%	-1%
Cc1nc2ccccc2c(=O)n1-c1ccc(Cl)c(Cl)c1	5%	21	4	12%	33%	?
CCC(=O)Nc1nc2ccc([N+](=O)[O-])cc2s1	0%	14	10	46%[activator]	81%[activator]	-4%
COc1ccc(CNC(=O)c2cnc(C)cn2)cc1	-16%	20	4	50%[activator]	35%[activator]	1%
CCN(CC(=O)Nc1c(F)cccc1F)C(=O)CSCc1c(C)noc1C	.	.	.	20%	2%	1%
CCCOC(=O)c1ccc(NC(=O)C2C3CCC(C3)C2C(=O)O)cc1 (stereo not drawn)	8%	20*	47*	59%[activator]	78%[activator]	13%

Shown with each value named: entries from further up
CN[C@@H](C)[C@H]1CC[C@@H](N)[C@@H](O[C@@H]2[C@@H](O)[C@@H](O[C@H]3OC[C@@](C)(O)[C@@H](NC)[C@@H]3O)[C@H](N)C[C@@H]2N)O1 (tested in a mixture with another compound)
- FBPA Giardia inh: -4%[21.7 µM]
- Shiga toxin inh: .
- Cycloheximide cs: .
- Pf growth 96h: 6%[12.8 µM]
- Pf growth 48h: 2%[12.8 µM]
- HCV inhibitor: .

COc1ccc(Cl)cc1N1C(=O)CC(Sc2ccccc2N)C1=O (stereo not drawn)
- FBPA Giardia inh: -2%
- Shiga toxin inh: -10
- Cycloheximide cs: 0
- Pf growth 96h: -16%
- Pf growth 48h: -1%
- HCV inhibitor: ?

Later entries
SMILES	FBPA Giardia inh	Shiga toxin inh	Cycloheximide cs	Pf growth 96h	Pf growth 48h	HCV inhibitor
O=C1CSC(c2cccnc2)N1Cc1cccnc1 (stereo not drawn)	-10%	-9	-2	-12%	14%	14%
Fc1cccc(Cl)c1CSc1nnc(CN2CCOCC2)n1-c1ccccc1	1%	-9	-6	?	.	-11%
COC(=O)/C(=C/c1ccc(OC)cc1)NC(=O)c1ccco1	0%	-17	-2	-3%	3%	5%
Cc1nn(CC(=O)OCC(=O)NCCc2ccc(S(N)(=O)=O)cc2)c(C)c1[N+](=O)[O-]	.	.	.	50%[activator]	-3%	6%
CCc1ccc(/C=C2\SC(=S)N(CCC(=O)NC3=NCCS3)C2=O)cc1	2%	-8	-10	6%	-5%	.
Cc1c(N2C(=O)C(=O)/C(=C(/O)c3ccc(Cl)cc3)C2c2ccccc2)c(=O)n(-c2ccccc2)n1C (stereo not drawn)	22%	2	-1	1%	3%	16%
COc1cccc(/C=C/c2nc(C#N)c(NCC(C)C)o2)c1	0%	85*	29*	42%[activator]	-22%	?
OCC(Br)(Br)Br	1%	18	-1	.	.	.
O=C(c1ccccc1NS(=O)(=O)c1cccc(C(F)(F)F)c1)N1CCc2ccccc21	5%	-3	-1	18%	5%	10%
Cc1cc(C)n(-c2ccc(C(=O)Nc3cccc(S(=O)(=O)N4CCCC4)c3)cc2)n1	-4%	-13	-1	10µM*	-32%	?
Cc1[nH]n(-c2cccc(Cl)c2)c(=O)c1C=NCc1ccco1	-3%	107*	43*	-4%	141%[activator]	19%
N#C/C(=C/c1ccc(N2CCCCC2)o1)C(=O)Nc1ccc(Cl)cc1	-2%	76*	35*	64%[activator]	87%[activator]	?
Cc1cc(=O)[nH]c(SCC(=O)OCc2ccccc2)c1C#N	21%	13	-1	?	61%[activator]	7%
Cc1ccc(NC(=O)COc2coc(CN3CCc4ccccc43)cc2=O)cc1Cl	.	.	.	23%	-16%	?
CC1CCCCC1NC(=O)CCc1nc2sc3c(c2c(=O)[nH]1)CCCC3 (stereo not drawn)	.	.	.	-18%	-1%	5%
c1csc(-c2nc(NCCCN3CCOCC3)c3ccccc3n2)c1	2%	-2	-7	?	?	?
O=C(Nc1ccc(C(=O)c2ccccc2)cc1)c1ccccc1	14%	148*	56*	?	43%[activator]	2.8µM*
N#CC1=C2Nc3ccccc3N2C(=O)NC1(c1ccccc1)C(F)(F)F (stereo not drawn)	-6%	-7	-8	.	?	-8%
C/C(Cn1cnc([N+](=O)[O-])n1)=N\NC(=O)c1cccc(F)c1	-16%	96*	25*	7%	136%[activator]	11µM*
Cc1ccc(C(=O)NCc2ccco2)cc1S(=O)(=O)Nc1cccc(Cl)c1	2%	13	-1	-19%	.	-30%
Cn1nc(CC(=O)NCc2ccc(F)cc2)c2ccccc2c1=O	1%	-13	-7	?	.	11µM*
Cc1nonc1NC(=O)CSc1ccccn1	-2%	1	-5	-5%	45%[activator]	20%
Cc1ccc2[nH]c(=O)c(COC(=O)c3cccs3)cc2c1	4%	-8	-1	47%[activator]	-6%	33%[activator]
Cc1c([N+](=O)[O-])cc(S(=O)(=O)Nc2ccncc2)cc1[N+](=O)[O-]	-6%	-11	-3	8%	3%	8%
O=C(NC1CCCC1)C1CC(=O)N(c2ccccc2)C1 (stereo not drawn)	-2%	-6	1	115%[activator]	32%[activator]	6%
Following part:
SMILES	FBPA Giardia inh	Shiga toxin inh	Cycloheximide cs	Pf growth 96h	Pf growth 48h	HCV inhibitor
Clc1cccc(Cl)c1-c1noc(CN2CCOCC2)n1	-1%	1	-1	?	10µM*	16%
Cc1ccc(CN2C(=O)C(C)(C)Oc3ccc(C(=O)N4CCCCC4)cc32)cc1	4%	-3	-6	56%[activator]	?	15%
O=C(O)c1cncc(Br)c1	-1%	-6	-2	36%[activator]	20%	-6%
Nc1nonc1-n1nnc(C(=O)N/N=C/c2ccccc2Cl)c1CSc1ccccc1	-15%	29	1	33%[activator]	5%	-6%
Cc1cc(-c2nc3ncccc3o2)ccc1NC(=S)NC(=O)c1ccco1	-10%	45	13	0%	-16%	-19%
O=C(NC(=S)NCCC1=CCCCC1)c1ccc(Br)o1	-1%	72	25	15%	18%	?
Cn1c(=O)n(C)c2cc(/C=N/NC(=O)c3ccc(Cl)cc3)ccc21	-5%	10	1	2%	-16%	-3%
O=C(C[n+]1cc(-c2ccccc2)n2c1CCC2)Nc1nc(-c2ccccc2)cs1	-15%	1	12	?	?	?
CCCn1nc(C(=O)Nc2ccc(S(=O)(=O)Nc3nccs3)cc2)c2ccccc2c1=O	20%	-20	-1	.	?	10%
O=C(CNCc1ccco1)Nc1ccc(Oc2ccccc2)cc1	?	67	13	?	15%	11%
N#Cc1c(N)n(CCOC(=O)c2cccc(Br)c2)c2nc3ccccc3nc12	-2%	-10	1	?	-8%	5%
Cc1cccc(NC(=O)Cc2coc3ccc4ccccc4c23)n1	-16%	-8	-2	.	?	?
Cc1ccc(S(=O)(=O)N/N=C/c2ccc3nccnc3c2)cc1	12%	6	-1	10%	12%	-3%
O=C(CSc1nnc(-c2ccco2)o1)NC1CCCCCC1	-1%	-9	-3	1%	.	11%
COC(=O)C1=C(C)Nc2ncnn2C1c1ccc(OC(=O)c2ccccc2)cc1 (stereo not drawn)	5%	-8	-1	?	19%	3%
COc1ccc(OC)c(/C=N/NC(=O)CNC(=O)c2cccc3ccccc23)c1	-15%	-3	-3	-18%	?	.
Cc1cc(CNC(=O)[C@]2(C(F)(F)F)C[C@H](CCC3CCCCC3)CCCO2)nn1C	0%	12	7	.	.	.
Cc1nc(SCCC(=O)O)c2cc(-c3ccccc3)sc2n1	.	-11	-7	78%[activator]	28%	-7%
CC(=O)c1c(C(C)=O)c(C)n(NC(=O)c2ccccc2O)c1C	3%	-6	-5	-4%	-4%	.
COC(=O)c1ccc(N=NN2CCOCC2)cc1	1%	34*	41*	13%	187%[activator]	24%
CCOCCOC(=O)C1=C(C)NC(=O)NC1c1cc2c(cc1Br)OCO2 (stereo not drawn)	-2%	-11	-1	?	-27%	11%
CCOC(=O)c1cc(-c2ccncc2)nc2c1c(C)nn2C	-1%	16	7	3.3µM*	.	?
Cc1ccc(Cl)cc1N1CCN(C(=O)CN(C2CCCCC2)S(C)(=O)=O)CC1	1%	2	-3	10µM*	?	?
COc1ccc(OCC(=O)N/N=C/c2ccc(O[C@@H]3O[C@H](CO)[C@@H](O)[C@H](O)[C@H]3O)cc2)cc1	-1%	23	2	68%[activator]	34%[activator]	-6%
O=C(O)C(Cc1ccccc1)N1C(=O)/C(=C/c2cccs2)SC1=S (stereo not drawn)	4%	-2	1	10µM*	4%	10%
COc1ccc(-c2cc(-c3ccc(Br)cc3)nc3ncnn23)cc1OC	4%	3	-4	?	.	?
Cn1c(=O)c2c(ncn2CC(=O)N/N=C/c2ccc(Br)s2)n(C)c1=O	6%	12	-6	?	?	19%
COc1ccc(NC(=O)COc2ccccc2)c(OC)c1	5%	51*	34*	.	27%	?
CCC(=O)Nc1sc(C(=O)Nc2ccccc2)c(C)c1C(=O)OC	4%	26	7	0%	42%[activator]	?
CC(C)C[C@H](NC(=O)C1CCC(CNC(=O)[C@@H]2CCCN2C(=O)OC(C)(C)C)CC1)C(=O)O (stereo partly drawn)	-3%	-6	0	2%	5%	-2%

Single records, from the list above. Order of screens: FBPA Giardia inh, Shiga toxin inh, Cycloheximide cs, Pf growth 96h, Pf growth 48h, HCV inhibitor
`Cc1ccc(NC(=O)COc2coc(CN3CCc4ccccc43)cc2=O)cc1Cl` reads ., ., ., 23%, -16%, ?
`Cc1cc(NC(=O)C(C)SCC(=O)Nc2ccccc2OC(F)F)no1` (stereo not drawn) reads 14%, 24, -3, -16%, ?, .

High-throughput results from PubChem BioAssay.
